Screening data from PubChem BioAssay.
TWEAK Fn14 block – inhibitors of TWEAK-Fn14 signaling, primary screen, luciferase reporter cells, uHTS; inhibition, % at 10 µM; TWEAK-stimulated Fn14 reporter cells, luciferase luminescence, 8 h; 2% of 360,000 active; AID 1159606, 2016; in the data active = inhibition above about 50%
KKLEB cytotox – cytotoxicity in KKLEB CF airway cells, primary screen, cytotoxicity control for CF NF-kB inhibitor project, cell-based, uHTS, fluorescence assay plates | 0.36% of 360,000 active | activity change (cytotoxicity), % at 5 µM | KKLEB CF airway cells viability, ATPlite luminescence, overnight; hits give low values; cells stimulated with P. aeruginosa culture filtrate | AID 602141, 2011;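 active = corrected activity change at or below -50% at 5 µM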
Peg3 promoter – Peg3 promoter-driven luciferase inhibitors, primary screen, cell-based, HeLa, luciferase luminescence. HeLa PEG-Prom luciferase reporter, overnight. inhibition, % at 20 µM. 1.7% of 360,000 active;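 active = inhibition of at least 50% at 20 µM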
NR2E3 ag-1 – inhibitors of NR2E3-RetCOR corepressor binding, primary screen, NR2E3 agonist project, biochemical, TR-FRET, GST-NR2E3, biotin-RetCOR; 0.12% of 320,000 active; 1536-well; inhibition of corepressor binding, % at 4.78 µM; Photoreceptor-specific nuclear receptor (Homo sapiens), Q9Y5X4; AID 2300, 2010;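 active = percent inhibition above the cutoff of mean plus 3 SD of all tested compounds, set per screening campaign, cut at about 20% in these data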;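 also: 0% = DMSO wells and 100% = biotin wells as full block of FRET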
Target sequence (Q9Y5X4 whole entry, looked up): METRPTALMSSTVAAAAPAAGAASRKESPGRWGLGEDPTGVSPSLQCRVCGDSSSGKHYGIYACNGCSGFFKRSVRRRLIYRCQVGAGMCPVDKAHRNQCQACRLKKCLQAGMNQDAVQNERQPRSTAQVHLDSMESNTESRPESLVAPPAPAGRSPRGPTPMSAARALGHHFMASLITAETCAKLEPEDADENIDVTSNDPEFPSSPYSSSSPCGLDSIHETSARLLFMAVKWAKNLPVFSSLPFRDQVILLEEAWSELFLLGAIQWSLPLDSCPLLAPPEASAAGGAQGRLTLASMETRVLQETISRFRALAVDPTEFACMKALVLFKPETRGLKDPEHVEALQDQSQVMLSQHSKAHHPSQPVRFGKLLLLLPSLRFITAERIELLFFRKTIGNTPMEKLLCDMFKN
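Material: NR2E3–RetCOR corepressor complex / Amount: 1.35 nM GST-NR2E3 / Medium: Tris pH 7.5 / Compound: single nominal compound dose of 4.8 µM / Incubation: 5 h at 4 °C / Technique: TR-FRET, Eu(K)-anti-GST donor, streptavidin-D2 acceptor, ex 340, em 617/671 nm / Read-out basis: percent loss of FRET ratio relative to control wells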
TRPM1 prom inh – inhibitors of MITF-dependent TRPM1 promoter reporter, primary screen, cell-based, SK-MEL-5, single point, luciferase | SK-MEL-5 TRPM1 promoter luciferase, 24 h | inhibition, % at 12.5 µM | 0.83% of 330,000 active;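 active = mean inhibition across replicates of 60% or more, whatever share of single replicates reaches that level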; also: values of inactives mirror those of a sister screen read the other way
C8 TRAIL sens – viability loss with TRAIL in NB7+C8 cells, primary screen, TRAIL sensitizer project, cell-based, ATPlite luminescence; inhibition (viability loss, TRAIL sensitization), % at 10 µM; 1% of 360,000 active; AID 624354, 2012;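 active = compounds causing at least 50% loss of cell viability in the single-dose screen, relative to plate controls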
Shn3 3UTR inh – reduction of Shn3 3'UTR firefly luciferase signal, primary screen, Schnurri-3 inhibitor project, cell-based, Clone20 osteoblasts, set 2; AID 588674, 2011; inhibition, % at 12.5 µM; Clone20 osteoblast Shn3 3'UTR firefly luciferase, 24 h; 0.52% of 360,000 active;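 active = mean inhibition of at least 75% with every replicate also reaching 75%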;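 also: 0% = median of neutral control wells and 100% = pilot-screen positive control compound; some compounds past the cut are filed as inactive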
NR2E3 ag-2 – NR2E3 agonists in two-hybrid cells, primary screen, cell-based, luminescence, CHO-S, Gal4-NCOR/VP16-NR2E3; inhibition of corepressor binding, % at 3.98 µM; Photoreceptor-specific nuclear receptor (Homo sapiens), Q9Y5X4; AID 602229, 2012; luciferase; 0.35% of 360,000 active;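 active = inhibition above the mean of all tested compounds plus 3 SD, cut at about 70% in these data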;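 also: 0% = DMSO with NR2E3 transfected cells and 100% = cells lacking NR2E3 construct; higher means lower luciferase signal from less NR2E3 corepressor binding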
CF NFkB block – inhibitors of PAF-induced NF-kB signaling, primary screen, cell-based, GFP fluorescence, uHTS; KKLEB NF-kB-GFP reporter, GFP fluorescence overnight; inhibition, % at 5 µM; 0.86% of 360,000 active; AID 588850, 2011;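 active = at least 50% inhibition at 5 µM, scaled per plate between neutral and stimulator controls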;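 also: PAF is a Pseudomonas aeruginosa culture filtrate used as stimulus; plate controls were PAF-stimulated DMSO wells for no effect and unstimulated DMSO wells for full effect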
HIF-2a block – HIF-2a reporter inhibitors, primary screen, luminescence, 786-0 RCC cells; 0.72% of 360,000 active; inhibition, % at 18.8 µM; AID 624352, 2012; 786-0 RCC cells HIF-2a reporter, luciferase luminescence, overnight;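 active = inhibition of the luminescence signal of 40% or more relative to plate controls, in a single-dose primary screen at 18.75 µM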
TROY signal inh – inhibitors of TROY-driven NF-kB signaling, primary screen, Q293 LMP1-TROYcd cells, NF-kB luciferase, uHTS; inhibition, % at 10 µM; 0.98% of 360,000 active; AID 1347056, 2019; Q293 LMP1-TROYcd NF-kB luciferase reporter, 4 h;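 active = compounds whose plate-normalised and pattern-corrected inhibition of the luciferase reporter signal at the single screening dose is 50% or more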
* = called active by the depositor; / = not tested or not shown.

SMILES	TWEAK Fn14 block	KKLEB cytotox	Peg3 promoter	NR2E3 ag-1	TRPM1 prom inh	C8 TRAIL sens	Shn3 3UTR inh	NR2E3 ag-2	CF NFkB block	HIF-2a block	TROY signal inh
CC(C)(C)OC(=O)C[C@@H]1C/C=C\C[C@@H](CC(=O)N(CCO)Cc2ccccc2)C(=O)N2CCC[C@H]2COC1=O	20	7	-11	/	-3	-6	5	17	-1	-8	-8
O=C(c1ccc(N2CCOCC2)c([N+](=O)[O-])c1)N1CCN(c2ccccc2F)CC1	-14	-6	5	/	-6	14	-13	32	-6	-12	-8
COc1cccc(C2=CC(=O)C[C@H](c3ccc(OC)c(OC)c3)C2)c1	-6	4	6	-1	-2	-5	-8	22	14	14	22
CC(C)N(CC#CC(O)(c1ccccc1)c1ccccc1)C(C)C	-7	19	1	-6	11	1	7	-18	-10	11	-14
COCCCn1c(SCc2cccc(C(F)(F)F)c2)nc2cc(OC)c(OC)cc2c1=N	39	-8	17	-2	-1	18	38	1	2	20	-31
CN(C)S(=O)(=O)c1ccc(NC(=O)CN2CCC(Cc3ccccc3)CC2)cc1	-8	14	9	4	2	1	5	4	12	9	6
CCOC(=O)c1c(C)[nH]c(C)c1S(=O)(=O)N(C)CC(=O)NCc1cccc(Br)c1	1	-7	7	-2	-4	-4	3	-14	2	7	-11
CCOC(=O)c1sc2nc(N3CCOCC3)c3c(c2c1N)CC(C(C)C)OC3 (stereo unspecified)	-27	13	18	1	0	-8	-4	-37	-10	-6	-7
CCOc1cccc(-c2cc(C(=O)Nc3ccon3)c3ccccc3n2)c1	43	-8	13	4	-2	5	1	-14	-14	-21	-3
Cc1ccc(CNS(=O)(=O)c2ccc(CN3C(=O)c4cccnc4C3=O)s2)o1	-5	7	-12	0	-2	-10	-24	-13	7	1	0
CN(Cc1ccccc1)S(=O)(=O)c1ccc(NS(C)(=O)=O)cc1	5	7	8	-2	-8	8	6	-19	-4	16	9
O=c1[nH]c(C2CCCN(S(=O)(=O)c3ccccc3)C2)nc2c1nnn2Cc1ccccc1 (stereo unspecified)	-10	16	25	0	-12	8	-3	3	-1	-1	-4
CN(C)Cc1cc2ccccc2c2c1COC2	7	4	5	2	1	7	2	-9	-4	14	6
O=C(NCC1CCCN(C(=O)c2cccc(C(F)(F)F)c2)C1)c1ccc(F)cc1 (stereo unspecified)	2	-18	-25	5	-7	-5	-11	-3	-20	-39	-5
COc1ccc(C(=O)NCc2ccncc2)cc1OC	1	7	6	3	37	3	2	-23	3	11	0
CCc1ccc(-c2cn(-c3nc(C)cc(C)n3)c(=N)o2)cc1	91*	-11	-6	0	-1	3	1	-6	16	-104	-1
O=C(Nc1ccc2c(c1)OCO2)C1CC(c2ccccc2O)=NO1 (stereo unspecified)	-19	-7	-65	5	-6	-1	0	-155	13	5	-14
NC(=O)C1=C[C@@H](c2ccc3c(c2)OCO3)C[C@@H](OCCCCO)O1	8	3	-19	-1	2	12	-1	-60	-9	-8	4
O=c1c2ccccc2ncn1-c1ccc(Cl)cc1[N+](=O)[O-]	-11	0	-1	0	-9	-7	4	-2	-3	-23	10
Fc1ccc(-c2cc(-c3nnc4n3CCCCC4)c3ccccc3n2)cc1	-1	9	12	4	-11	-6	2	5	6	8	-1
Cn1nc(C(C)(C)C)cc1NC(=O)C1(C)CCN1C(=O)CCc1ccccc1 (stereo unspecified)	-2	-4	16	/	/	-1	1	-23	-24	16	9
Cc1nn(-c2ccccc2)c(Cl)c1/C=N/Nc1ccc(Cl)c(C(=O)O)c1	-11	6	-18	-4	55	50	40	-187	-4	61*	-74
COc1ccc(NC(=O)CSc2nc3ccccc3c(=O)n2-c2ccc3c(c2)OCO3)c(OC)c1	2	11	18	-7	-1	3	7	-5	-3	22	17
O=C(O)CNC(=S)N(Cc1ccccc1)Cc1ccccc1F	2	8	5	-2	8	1	-11	-15	2	11	-33
N=C1/C(=C\c2ccc(SCc3ccco3)o2)C(=O)N=C2SC=NN12	-41	3	-33	0	17	13	-12	-19	-1	-73	1
CC1(C(=O)OCC(=O)Nc2ccc3ccccc3c2)CC1(Cl)Cl (stereo unspecified)	-19	-5	-207	0	-38	4	-34	11	-21	-211	-21
Cc1c(Cl)cccc1NC(=S)NCc1ccc(F)cc1	-6	8	18	3	9	-10	6	2	-9	-2	-5
Cc1csc(NC(=O)Cc2coc3cc(C)c(C(C)C)cc23)n1	-31	-15	18	6	-4	20	13	-5	-3	-11	55*
Cn1ncc(C#N)c1/N=C/N1CCCCCC1	6	-21	12	2	-14	-10	18	1	36	15	2
COc1ccc(-c2csc(NC(=O)[C@H](C)N3C(=O)C4CC=CCC4C3=O)n2)cc1OC (stereo partly specified)	18	-3	21	/	1	5	16	6	2	-3	41
O=S(=O)(c1ccccc1)N1CCN(Cc2ccccc2)CC1	-2	2	11	2	-1	3	9	-11	2	9	19
O=C(Nc1cccc(F)c1)C1CCCN(S(=O)(=O)c2ccc(-n3cnnn3)cc2)C1 (stereo unspecified)	5	0	26	-1	1	3	6	3	-4	20	6
COc1ccc(CCN(Cc2cc3cc(C)ccc3[nH]c2=O)C(C)=O)cc1OC	-9	-8	-1	-1	4	-7	14	-12	-15	9	-26
Cn1ncc(N=Cc2c(O)ccc3ccccc23)c1C(=O)Nc1cccc(Cl)c1	1	-31	17	3	37	-7	4	-17	5	1	9
CCCC(=O)Nc1cccc(NC(=O)c2cccc([N+](=O)[O-])c2C)c1	10	8	23	1	5	-1	7	-3	12	10	0
Cc1onc(-c2c(F)cccc2Cl)c1C(=O)Nc1c(C)n(C)n(-c2ccccc2)c1=O	-18	4	0	2	-4	-22	-29	-4	12	12	0
COC(=O)c1cc(S(=O)(=O)NCCc2ccccc2)c[nH]1	12	-1	8	3	2	-6	-9	-6	14	4	-6
CC1(C)NC(=O)N(CCOc2cccc(Oc3ccccc3)c2)C1=O	-17	3	-36	0	-23	-42	-1	-5	-7	-76	-5
Cc1nc(NCCC(C)C)c2nnn(Cc3ccccc3)c2n1	-6	-19	4	-2	-10	-17	-18	-3	21	10	0
O=S(=O)(c1cccc2nonc12)N1CCN(c2ccccc2F)CC1	2	-2	12	5	-1	-11	5	4	-2	5	-2

Record cards (already shown):
Profile of O=C(Nc1cccc(F)c1)C1CCCN(S(=O)(=O)c2ccc(-n3cnnn3)cc2)C1 (stereo unspecified) = TWEAK Fn14 block: 5; KKLEB cytotox: 0; Peg3 promoter: 26; NR2E3 ag-1: -1; TRPM1 prom inh: 1; C8 TRAIL sens: 3; Shn3 3UTR inh: 6; NR2E3 ag-2: 3; CF NFkB block: -4; HIF-2a block: 20; TROY signal inh: 6
Profile of COc1ccc(CCN(Cc2cc3cc(C)ccc3[nH]c2=O)C(C)=O)cc1OC = TWEAK Fn14 block: -9; KKLEB cytotox: -8; Peg3 promoter: -1; NR2E3 ag-1: -1; TRPM1 prom inh: 4; C8 TRAIL sens: -7; Shn3 3UTR inh: 14; NR2E3 ag-2: -12; CF NFkB block: -15; HIF-2a block: 9; TROY signal inh: -26

The list goes on:
SMILES	TWEAK Fn14 block	KKLEB cytotox	Peg3 promoter	NR2E3 ag-1	TRPM1 prom inh	C8 TRAIL sens	Shn3 3UTR inh	NR2E3 ag-2	CF NFkB block	HIF-2a block	TROY signal inh
Fc1cccc(-c2csc(-c3ccno3)n2)c1	-16	-1	-57	0	-9	4	8	-14	-3	-88	-28
CC(NS(=O)(=O)c1ccccc1)C(=O)NCc1ccco1 (stereo unspecified)	17	10	-6	4	0	0	-11	1	9	0	-2
CCOC(=O)CCc1c(C)nc2c(c(C)nn2-c2ccc(C)cc2)c1C	-16	4	6	-1	-2	-1	20	-15	2	21	-12
N#C/C(=C\c1cn(Cc2ccc(F)cc2)c2ccccc12)C(=O)NCc1ccco1	-28	-1	34	2	-16	-11	15	-12	6	11	6
Cc1ccc(C(=O)N2CCN(C(=O)N3CCOCC3)CC2)cc1	-9	2	16	-4	-12	-5	-1	-10	11	19	-6
CCC1(CC)NC(=O)N(CC(=O)N2N=C(c3ccc(Cl)cc3)CC2c2ccco2)C1=O (stereo unspecified)	9	-4	-2	2	4	10	-5	-5	4	-11	-1
COc1ccc(S(=O)(=O)N2CCN(CC(=O)Nc3c(C)n[nH]c3C)CC2)cc1OC	6	3	-8	/	15	14	-25	2	-43	4	-1
O=C(Nc1ccc(Br)cc1F)c1ccncc1	10	1	-53	1	-17	2	-22	-18	7	-84	-9
COC(=O)c1ccc(C(=O)N2CCCC(C)(C(=O)NS(=O)(=O)C3CC3)C2)cc1 (stereo unspecified)	-33	-7	11	/	/	3	-16	0	-5	13	-4
O=C1c2ccccc2C(=O)N1C(CO)C(O)c1ccc([N+](=O)[O-])cc1 (stereo unspecified)	-14	4	11	-3	-2	-6	8	1	-1	7	5
COc1ccc(C(=O)N(c2ccccc2)c2nccc3ccccc23)cc1OC	7	-15	11	/	13	-8	-7	-18	-1	17	-5
C=CCN(c1ccccc1OC)S(=O)(=O)c1cccc(C(=O)NCc2ccco2)c1	3	10	2	/	-10	-12	-1	-6	28	2	-3
CN1C(=O)CON=C1c1cccc2ccccc12	1	1	-5	/	/	-2	-3	-4	21	3	7
Oc1ccc(-c2csc(Nc3cccc4ccccc34)n2)cc1O	16	0	-6	7	-10	12	87*	-50	-9	-14	26
CC(Sc1cccc(C(F)(F)F)c1)C(=O)NC(N)=O (stereo unspecified)	-5	-2	8	4	5	-11	5	-8	1	8	-27
CCOC(=O)CCCSc1nc2sc(C)c(C)c2c(=O)[nH]1	-9	0	-5	1	-4	2	1	-6	7	3	-18
COc1cccc2sc3ccc(NCc4ccc5c(c4)OCO5)cc3c(=O)c12	34	13	-117	-1	-19	4	-20	9	-41	-135	8
CCCCn1c(N)c(N(CCC(C)C)C(=O)C2=NN(c3cc(C)ccc3C)C(=O)CC2)c(=O)[nH]c1=O	0	3	15	2	-8	2	-6	-10	14	19	4
Cc1ccc(CS(=O)(=O)c2ccc(C(=O)N3CCN(c4ccccn4)CC3)cc2[N+](=O)[O-])cc1	50*	-42	19	-2	16	15	42	-7	36	10	42
COc1ccccc1CN1CC(C(=O)NCCc2ccc(C)o2)CCC1=O (stereo unspecified)	-4	3	-19	0	-5	-15	-8	-16	2	-26	-13
O=C(NCCc1ccccn1)c1cc(C(=O)C2CCCCC2)c[nH]1	5	13	-25	-2	-6	-17	8	-2	-11	-41	-1
COc1ccc(NC(=O)COc2cccc3c2CCN(C)C3=O)c(OC)c1	-7	-10	16	-2	-7	-8	79	-9	-8	14	10

Not all compounds are listed (hit frequency here may not be typical).
